# From PubChem BioAssay
# SW480 rereplic: A quantitative high throughput screen for small molecules that induce DNA re-replication in SW480 colon adenocarcinoma cells; SW480 DNA re-replication, Hoechst DNA content imaging, 48 h; Potency, µM (highest dose often 46.1 µM), for inactives: at the highest dose re-replication activation, most hits filed as activators; 340,000 compounds, 1.8% hits; AID 624297, 2012; note: potency is the fitted concentration of half-maximal effect; % of control where 0% means no effect; nearly all actives have a fitted effect of over 55% in size
#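 Per well, 250 cells were exposed to pinned compound for 48 hr. Nuclear DNA was visualised with Hoechst (40 min, 37 C) and total object intensity recorded by fluorescence scanning.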
# HT1080-NT tox: qHTS for induction of synthetic lethality in tumor cells producing 2HG: qHTS for the HT-1080-NT fibrosarcoma cell line. Potency, µM (titrated, usually from 46.1 µM), inactives show at the top dose activity, negative = less viability, usual class: cytotoxic. HT-1080-NT fibrosarcoma viability, CellTiter-Glo ATP luminescence, 48 h. AID 686970, 2013. 360,000 compounds, 1.6% hits;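 note: NT is the 2HG producing partner of a matched IDH1 knockdown line; potency is the fitted concentration of half-maximal effect; 0% = DMSO-treated cells and -100% = media-only wells without cells; nearly all actives have a fitted effect of over 55% in size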
#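 Luminescent CellTiter-Glo readout after 48 hours of compound exposure at 37 degrees C defined viability of HT-1080-NT cells. Activity was normalized to DMSO wells and cell-free media wells; concentration-response curves were fitted and assigned curve classes.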
# HT1080 IDH1KD tx: qHTS for induction of synthetic lethality in tumor cells producing 2HG: qHTS for the HT-1080-IDH1KD cell line | HT-1080 IDH1 knockdown viability, ATP luminescence, 48 h | Potency, µM (highest dose often 46.1 µM), for the others: at the highest dose activity, negative = toxicity, actives largely listed as cytotoxic | 360,000 compounds, 2% hits | AID 686971, 2013;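 note: potency is the fitted concentration of half-maximal effect; 0% = DMSO wells and -100% = cell-free medium wells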
#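 HT-1080-IDH1KD cells (IDH1 knocked down), 750/well in RPMI with 5% FBS, treated with compound 48 h at 37 degrees C. Viability by CellTiter-Glo luminescence, normalised to DMSO and no-cell wells; concentration-response curves classed.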
# KB-V1 MDR tox: qHTS assay for MDR1-selective chemotherapeutics: Primary screen using the drug-selected MDR subline cells KB-V1. KB-V1 MDR cells viability, CellTiter-Glo, 72 h. Potency, µM (doses to about 46.1 µM), for inactives: at the highest dose activity change, negative = cytotoxicity, usual class: cytotoxic. 400,000 compounds, 3.4% hits. AID 1347076, 2019; note: potency is the fitted concentration of half-maximal effect; % is set by controls: 0 for no effect and ±100 for the full control effect; nearly all actives have a fitted effect of over 60% in size
#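 KB-V1 cells (P-gp-expressing MDR subline of KB-3-1) in phenol-red-free DMEM with 10% FBS were exposed to library compounds over a concentration series for 72 h at 37 degrees C. Viability read by CellTiter-Glo luminescence; concentration-effect curves fitted after normalization.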
# KB-3-1 tox: qHTS assay for MDR1-selective chemotherapeutics: Primary screen using the parental adenocarcinoma cell KB-3-1. KB-3-1 viability, CellTiter-Glo ATP luminescence, 72 h. Potency, µM (series often up to 46.1 µM), without a hit: top-dose activity change, negative = cytotoxic, most hits filed as cytotoxic. 400,000 compounds, 1.4% hits; note: potency is the fitted concentration of half-maximal effect; % is set by controls: 0 for no effect and ±100 for the full control effect; nearly all actives have a fitted effect of over 60% in size
#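 Parental KB-3-1 adenocarcinoma cells in phenol-red-free DMEM with 10% FBS were pin-treated with compounds at several concentrations, incubated 72 h at 37 °C, and viability read by CellTiter-Glo luminescence; concentration-effect curves were fitted after normalization.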
# IL1B secr inh: qHTS for Inhibitors of Inflammasome Signaling: IL-1-beta AlphaLISA Primary Screen | 360,000 compounds, 4.7% hits | activity change, % at 57.5 µM | THP-1 LPS/ATP IL-1B secretion, AlphaLISA, 16 h; hits give low values; in the data active = activity change below about -50%; inconclusive = mostly about -30% to -49%; note: % is set by controls: 0 for no effect and ±100 for the full control effect
#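 Secreted IL-1B measured by AlphaLISA bead assay after 16 h compound exposure of THP-1 cells; compounds (final up to 57.5 uM) added 1 h before LPS (250 ng/mL) and ATP (1.25 mM) stimulation; lower signal means less secretion.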
# GLP-1R agonist: qHTS of GLP-1 Receptor Agonists; Glucagon-like peptide 1 receptor (Homo sapiens), P43220; HEK293 GLP-1R CRE-luciferase, luminescence, 4-6 h; cells express a hypersensitive GLP-1R form; Potency, µM (doses to about 45.6 µM), for the others: at the top dose activation, most hits filed as activators; 380,000 compounds, 0.007% hits; AID 624172, 2012; note: potency is the fitted concentration of half-maximal effect; % of control where 0% means no effect
# Target sequence (P43220 whole entry, looked up): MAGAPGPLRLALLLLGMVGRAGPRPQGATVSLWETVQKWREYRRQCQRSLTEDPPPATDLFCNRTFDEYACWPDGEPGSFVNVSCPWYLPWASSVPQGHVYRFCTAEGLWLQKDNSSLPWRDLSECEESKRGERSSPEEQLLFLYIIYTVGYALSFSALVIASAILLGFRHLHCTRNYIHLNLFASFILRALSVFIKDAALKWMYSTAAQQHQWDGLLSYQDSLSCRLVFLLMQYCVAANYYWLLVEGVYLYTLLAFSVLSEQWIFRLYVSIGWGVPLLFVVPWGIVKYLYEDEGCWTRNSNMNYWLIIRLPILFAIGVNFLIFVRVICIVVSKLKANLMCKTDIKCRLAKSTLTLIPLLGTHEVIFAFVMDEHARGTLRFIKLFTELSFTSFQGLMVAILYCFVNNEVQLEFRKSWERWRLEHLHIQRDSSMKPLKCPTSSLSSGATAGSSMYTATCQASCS
# D3 antag: qHTS of D3 Dopamine Receptor Antagonist: qHTS | AID 652054, 2013 | 360,000 compounds, 2.5% hits | max response, negative = inhibition, % | D3R cells, DiscoveRx beta-arrestin luminescence, antagonist mode; hits give low values | D(3) dopamine receptor (Homo sapiens), P35462; in the data active = max response below about -50%; inconclusive = no clear call, values can overlap the other calls; note: % is set by controls: 0 for no effect and ±100 for the full control effect; mostly tested at two doses, the higher about 12 µM
# Target sequence (P35462 whole entry, looked up): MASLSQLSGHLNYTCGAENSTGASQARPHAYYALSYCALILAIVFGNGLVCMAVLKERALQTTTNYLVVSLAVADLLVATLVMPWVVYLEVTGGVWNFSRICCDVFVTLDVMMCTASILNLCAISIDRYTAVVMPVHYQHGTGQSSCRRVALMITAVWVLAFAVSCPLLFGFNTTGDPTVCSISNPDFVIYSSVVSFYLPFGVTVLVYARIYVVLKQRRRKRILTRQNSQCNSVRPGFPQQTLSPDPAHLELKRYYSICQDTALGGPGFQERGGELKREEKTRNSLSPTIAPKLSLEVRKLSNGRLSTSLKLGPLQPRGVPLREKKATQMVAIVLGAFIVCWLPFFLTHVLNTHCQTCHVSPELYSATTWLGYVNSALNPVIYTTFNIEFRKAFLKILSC
#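 Cells plated overnight at 1500 cells/well, then exposed to library compounds with dopamine controls for 90 minutes at 37 degrees C. DiscoveRx reagent added for 30–60 minutes at room temperature; luminescence read, quantitative HTS format.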
# D3 ag: qHTS of D3 Dopamine Receptor Agonist: qHTS; D(3) dopamine receptor (Homo sapiens), P35462; D3R DiscoveRx beta-arrestin cells, luminescence, 90 min; max activation, %; 410,000 compounds, 0.58% hits; in the data active = max activation above about 30%; note: 0% is about no effect; mostly tested at two doses, the higher about 12 µM
#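 Cells at 1500/well, incubated overnight, then treated with pinned compounds (dopamine as control) for 90 min at 37 degrees C. DiscoveRx reagent added for 30 - 60 minutes at room temperature; luminescence read.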
# * hit, by the source's call; ? = inconclusive; . = not tested or not shown; & = joins results of further samples; [ ] = dose if it differs, or a comment. Unless noted, calls come from the whole dose curve; as a rule, active = well fitted curve in the direction sought with a large enough effect; inconclusive = small, poorly fitted or top-dose-only effect, or another doubt; inactive = no such curve, though single readings can be large; an effect the other way counts as inactive or inconclusive.
SMILES	GLP-1R agonist	HT1080 IDH1KD tx	D3 antag	IL1B secr inh	KB-V1 MDR tox	KB-3-1 tox	HT1080-NT tox	D3 ag	SW480 rereplic
CC(C)NS(=O)(=O)c1ccc(NC(=O)C(C)OC(=O)C2CCC2)cc1 (centres undefined)	-3%	0%	-4	16	-7%	-1%	16%	0	-5%
CCCCC(C)n1[nH]c(=O)c2c(C)cc(C)nc21 (centres undefined)	6%	-1%	-22	44	?	-6%	-7%	-1	-52%[inhibitor]
CCCNc1ncnc2sc(C)c(C)c12	?	-7%	49	-6	-18%	-16%	-7%	-15	-6%
Cc1[nH]c2ccccc2c1C(=O)CSC(=S)N1CCOCC1	8%	-18%	21	-30	?	?	-20%	4	4%
COC(=O)[C@@]1(Cc2ccc(OC)cc2)[C@H]2c3cc(C(=O)N4CCCC4)n(Cc4ccc(S(C)(=O)=O)cc4)c3C[C@H]2CN1C(=O)c1ccccc1	-7%	-21%	-2	-22	?	-16%	-20%	-7	.
O=C(c1ccccc1Cl)N(Cc1ccc(Cl)c(Cl)c1)N1C(=O)CCCC1=O	9%	-10%	-13	0	-16%	2%	1%	-3	-6%
Cc1cc2c(cc1C)-n1nnnc1C(N1CCCNCC1)C(=O)N2 (centres undefined)	.	-4%	0	21	-17%	-4%	8%	-6	.
CCCCCn1c(=O)[nH]c2cc(C(=O)NCCCN(CC)CC)ccc2c1=O	1%	?	?	-23	21%	?	-24%	-2	2%
NS(=O)(=O)c1ccc(CNC(=O)c2ccc3c(c2)OCO3)cc1	17%	9%	13	19	?	3%	5%	1	1%
Oc1ccccc1-c1n[nH]c(=S)n1Cc1ccccc1	8%	-1%	?	7	7%	-3%	-7%	-16	-2%
O=Cc1cn(CC(=O)NCC2CCCO2)c2ccccc12 (centres undefined)	4%	-8%	1	21	12%	-5%	-1%	2	1%
COc1ccc(OC)c(Cc2nnc(CCC(=O)NC(C3CC3)C3CC3)o2)c1	2%	2%	11	-3	-13%	5%	5%	1	0%
Cc1ccc(NC(=O)CCN2CCC(C)CC2)cc1	7%	3%	-62*	16	5%	0%	2%	-22	-2%
C[C@H]1O[C@@H](O[C@H]2CC[C@@]3(C)C(CC[C@]4(C)C3C=CC3=C5CC(C)(C)CC[C@]5(CO)[C@H](O)C[C@]34C)[C@]2(C)CO)[C@H](O)[C@@H](O[C@@H]2O[C@H](CO)[C@@H](O)[C@H](O)[C@H]2O)[C@H]1O (some centres undefined)	7%	6%	-7	-16	17%	0%	4%	12	-1%
CCN(CC)c1cc(Cl)nc(N)n1	10%	-4%	3	-10	0%	0%	2%	0	-1%
O=C(O)c1ccc(NC(=O)c2ccccc2Br)c(NC(=O)c2ccccc2Br)c1	-6%	3%	2	-8	11%	15%	0%	2	-10%
CC1(NC(=O)CCc2nc3sc4c(c3c(=O)[nH]2)CCCC4)CCS(=O)(=O)C1 (centres undefined)	10%	-6%	8	35	-4%	0%	-7%	16	?
Cc1cc(NC(=O)CSc2nnc(-c3ccco3)n2Cc2ccco2)no1	-2%	0%	-4	0	7%	1%	4%[9.24 µM]	-14	-3%
C#CCOCCOCCOCCNc1nc(N2CCN(C(=O)[C@H]([C@@H](C)CC)n3cc([C@@H](N)CO)nn3)CC2)nc(N2CCN(C(=O)[C@H](Cc3ccc(O)cc3)n3cc([C@@H](N)CC(C)C)nn3)CC2)n1	-6%	9%	-8	3	33%	1%	9%	-7	?
O=C(CNc1cccc(S(=O)(=O)N2CCOCC2)c1)Nc1ccccc1F	-4%	9%	10	21	-13%	-2%	21%	8	-2%
COc1ccccc1C(=O)/C=C/c1ccc(N2CCCCC2)c([N+](=O)[O-])c1	19%	?	-12	-109*	10µM*	?	?	-15	18µM*
Cn1nc(C(F)(F)F)c(/C=N/OCc2c(Cl)cccc2Cl)c1Cl	-12%	1%	15	26	-18%	-1%	-1%	-3	0%
Cc1ccc2nc(CCc3ccc(N)cc3)[nH]c2c1	-2%	1%	-3	10	-14%	15%	5%	-3	1%
O=C(NC1CCCC1)c1ccc(CS(=O)(=O)Cc2ccccc2Cl)o1	-2%	-5%	0	-3	-1%	?	-1%	-5	2%
CCOc1ccc(CN(C)C(=O)c2cc(S(=O)(=O)N3CCCC3)ccc2C)cc1	-6%	-6%	6	8	?	?	-3%	-9	-1%
COc1ccccc1C(=O)Nc1ccccc1SC	24%	3%	9	1	-10%	-9%	10%	-5	3%
O=S(=O)(Nc1ccccc1)C1CCCCC1	5%	-3%	-1	6	-2%	-8%	1%	-1	-7%
CCc1nnc(NC(=O)CSc2nc3c(c(=O)n2CC)SC(C)C3)s1 (centres undefined)	-2%	8%	12	38	14%	0%	14%	3	-19%
Cc1cccc(C)c1Cn1c(C)c(C(=O)NCc2ccc(C#N)cc2)sc1=O	-1%	?	?	-8	18µM*	?	?	2	.
Cc1ccc(S(=O)(=O)Nc2cccc(-n3cnnn3)c2)cc1C	1%	-18%	2	23	-8%	-3%	-2%	-5	3%

# Further results.
SMILES	GLP-1R agonist	HT1080 IDH1KD tx	D3 antag	IL1B secr inh	KB-V1 MDR tox	KB-3-1 tox	HT1080-NT tox	D3 ag	SW480 rereplic
CCCCOc1cccc(C(=O)Nc2cc(NC(=O)c3ccco3)ccc2OC)c1	-2%	.	.	.	13%	2%	.	7	.
O=C(NCc1ccco1)c1cc(-c2ccccc2)nn1CC1CC(c2cccc([N+](=O)[O-])c2)=NO1 (centres undefined)	5%	4%	0	-14	22%	0%	3%	-4	2%
N/C(=N\OC(=O)CC1CCCCC1)c1ccncc1	10%	0%	0	10	9%	-1%	4%	0	11%
Cc1ccc(CNC(=O)c2cc(=O)c3cc(C)ccc3o2)cc1	4%	-3%	6	8	?	0%&-1%	1%	-8&-4	21%
Cc1ccccc1OCC(=O)Nc1ccc(C)c(S(=O)(=O)N2CCCCCC2)c1	-6%	3%	-10	-22	12µM*	-13%	1%	11	-5%
Cn1c(=O)c2c(nc(Br)n2CCc2ccccc2)n(C)c1=O	11%	1%[9.24 µM]	-9	-2	16µM*	-18%	-5%	-7	-8%
Cc1ccc(NC(=O)CNS(=O)(=O)c2ccc(F)cc2)cc1C	3%	-1%	14	13	-18%	-3%	1%	0	-95%[inhibitor]
COc1cc(NC(=O)N2CCNC2=O)cc(C(=O)Nc2cccc(C(F)(F)F)c2)c1	0%	5.8µM*	-16	38	-38%	10µM*	4.6µM*	0	5.2µM*
COc1ccc(/C=C/c2nc(N)nc(-c3ccccc3O)n2)cc1OC	2%	-20%	-11	?	1%	-13%	-13%	24	2%
CC(SCC(=O)Nc1ccccc1)c1nc2ccccc2c(=O)[nH]1 (centres undefined)	2%	-4%	22	11	.	.	0%	-1	-12%
Cc1ccc2nc3n(c(=O)c2c1)-c1ncccc1C(=O)NC3Cc1ccccc1 (centres undefined)	6%	-10%	-17	-5	18%	19%	-2%	0	.
CCCCNC(=O)COC(=O)c1cc(C)oc1C	15%	18%	6	-3	0%	5%	15%	9	0%
CCSc1ccc([C@@H]2[C@H]3C(=O)N(CC)C(=O)[C@H]3[C@]3(C(=O)OC)CCCCN23)cc1OC	3%	16%	56	-9	-13%	?	-2%	63*	-6%
COc1ccc(N2CCN(C(=O)CN(CCc3ccccc3)S(C)(=O)=O)CC2)cc1	1%	-6%	19	-28	?	5%	5%	17	11%
CC(C)N(Cc1nccn1C)C(=O)c1cc(COc2ccc(-n3cncn3)cc2)on1	16%	0%	8	0	?	5%	-3%	1	-2%
Cc1[nH]c2ccc(C(=O)NCCCN3CCN(C)CC3)cc2c1C	-3%	11%	-16	0	?	0%	-1%	-17	1%
C=CCn1c(=O)c(C(=O)Nc2ccccc2S(N)(=O)=O)c(O)c2ccccc21	-1%	-29%	10	13	-22%	3%	7%	3	-6%
COc1ccc(N(CC(=O)NC2CCCC2)C(=O)Cn2nnc(-c3ccc(F)cc3)n2)cc1OC	3%	0%	-13	-1	-10%	2%	-4%	0	-1%
NC(=O)C1CCN(C(=O)C2CCC(=O)N(C3CCCCCC3)C2)CC1 (centres undefined)	1%	4%	10	0	1%	19%	-2%	6	1%
O=C(c1ccccc1NS(=O)(=O)c1ccc(Br)s1)N1CCCC1	-2%	9%	?	-11	?	-15%	2%	5	-3%
O=C(NNc1cc(Cl)cc(Cl)c1)c1cccs1	8%	?	2	-15	11%	-4%	?	16	0%
Cc1ccc(CSCC(=O)NCc2ccc(F)cc2)cc1	3%	5%	-21	17	1%	1%	3%	4&6	-7%
CN(CC(=O)Nc1ccccc1C(F)(F)F)C(=O)CSCc1ccc(Cl)c(Cl)c1	14%	-3%	13	21	3%	-3%	-30%	1	-74%[inhibitor]
CCOc1nc(C)cc(COC)c1C(N)=O	3%	-2%	12	16	5%	3%	-8%	2	2%

# Limited to SW480 rereplic, KB-3-1 tox and D3 antag, for 2 of the compounds above:
structure,SW480 rereplic,KB-3-1 tox,D3 antag
O=C(NNc1cc(Cl)cc(Cl)c1)c1cccs1,0%,-4%,2
Cc1ccc(CSCC(=O)NCc2ccc(F)cc2)cc1,-7%,1%,-21

# Compounds as they come; about 12% have a hit in one of these screens.
